# High-throughput results from PubChem.
# Runt-SMMHC FRET = Runt domain-CBFb-SMMHC interaction inhibition. Q01196+Q13951. Cerulean-Runt/Venus-CBFb-SMMHC FRET ratio 530/480, 1 h. inhibition, % at 20 µM. actives 0.74% (n = 220,000). AID 1434;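 active = mean inhibition across duplicate retests at 20 µM reaching about 50%, limit read from the data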;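 note: 0% = DMSO wells and 100% = wells with excess untagged CBFb-SMMHC; inhibitors lower the FRET ratio by blocking Runt binding to CBFb-SMMHC; some results filed as inactive read as strong as hits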
# p97 ATPase inh = inhibitors of human p97 ATPase; P55072; recombinant p97 ATPase, Kinase-Glo ATP luminescence, 3 h; inhibition, % at 8 µM; actives 0.42% (n = 220,000); AID 1481; in the data active = inhibition above about 15%;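 note: 0% = DMSO vehicle and 100% = wells lacking enzyme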
# Target sequence (P55072 whole entry, looked up): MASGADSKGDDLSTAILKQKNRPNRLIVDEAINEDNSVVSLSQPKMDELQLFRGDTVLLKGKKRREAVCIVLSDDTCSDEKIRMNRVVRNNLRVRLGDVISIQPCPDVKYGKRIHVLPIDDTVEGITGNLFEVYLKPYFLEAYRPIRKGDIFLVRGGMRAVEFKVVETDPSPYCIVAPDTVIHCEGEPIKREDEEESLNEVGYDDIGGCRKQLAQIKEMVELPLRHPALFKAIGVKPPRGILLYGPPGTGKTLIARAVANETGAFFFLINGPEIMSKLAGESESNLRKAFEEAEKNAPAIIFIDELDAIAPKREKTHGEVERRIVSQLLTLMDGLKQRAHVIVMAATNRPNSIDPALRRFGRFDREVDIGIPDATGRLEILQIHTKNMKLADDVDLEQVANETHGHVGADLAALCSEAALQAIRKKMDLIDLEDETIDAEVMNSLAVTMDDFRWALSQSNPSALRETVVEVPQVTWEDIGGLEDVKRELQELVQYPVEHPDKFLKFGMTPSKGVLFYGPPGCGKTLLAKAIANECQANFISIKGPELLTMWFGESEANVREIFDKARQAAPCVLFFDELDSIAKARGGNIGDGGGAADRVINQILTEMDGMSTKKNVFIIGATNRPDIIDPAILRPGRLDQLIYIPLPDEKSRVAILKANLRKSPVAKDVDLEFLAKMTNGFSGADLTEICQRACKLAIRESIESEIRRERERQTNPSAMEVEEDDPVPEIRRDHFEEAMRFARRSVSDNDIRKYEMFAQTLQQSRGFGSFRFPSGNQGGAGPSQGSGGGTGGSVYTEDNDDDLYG
# EBV gp42 block = EBV gp42 inhibition; inhibition, % (tested at 21.74 µM); Q1HVG2; Fluorescence polarization binding assay, mP read-out; actives 0.42% (n = 220,000); in the data active = inhibition above about 50%
# Runt-CBFb FRET = blocks binding of human RUNX1 Runt domain to CBFb. Cerulean-Runt/Venus-CBFb FRET ratio 530/480, 1 h. actives 0.46% (n = 220,000). inhibition, % at 20 µM. Q01196+Q13951;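 active = inhibition over about 50% at 20 µM in the single-dose screen, limit read from the data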;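 note: 0% = DMSO wells and 100% = excess unlabeled CBFb competitor control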
#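 Doses: 20 µM compound in 1% DMSO | Material: Cerulean-labeled Runt domain protein | Amount: Each fluorescent fusion protein 100 nM | Schedule: Two 1 h room-temperature incubations shielded from light | Measured by: FRET fluorescence | Evaluation: Loss of energy transfer signal | Controls: Unlabeled CBFb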
# p47phox inh = blocks human p47phox regulatory protein of NADPH oxidases; p47phox/p22phox peptide binding, fluorescence polarization, 2 h; actives 0.53% (n = 220,000); inhibition, % at 24.7 µM; AID 1274;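 active = inhibition above about 30%, limit read from the data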;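 note: 0% = p47phox with labelled peptide and 100% = labelled peptide alone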
# Furin inhibitor = blocks human furin protease activity; actives 0.061% (n = 220,000); AID 463115; P09958; inhibition, % at 30 µM; purified furin, fluorogenic substrate cleavage; in the data active = inhibition above about 25%; note: inactives centre near -15
# Tb hexokinase = T. brucei hexokinase 1 inhibition; recombinant TbHK1, G6PDH-coupled NADH A340; inhibition, % at 10 µM; actives 0.11% (n = 220,000);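 active = inhibition of 50% or more in the single-dose primary screen; inactive = inhibition below 50%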
# m-calpain inh = calpain II (pig) inhibition. inhibition, % at 16 µM. AID 1236. actives 0.37% (n = 220,000). purified calpain II, fluorogenic peptide substrate, 30 min;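 active = inhibition above about 50%, limit read from the data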
# RBBP9 inhibitor = inhibitors of human serine hydrolase RBBP9 | O75884 | recombinant RBBP9, FP-Rh probe fluorescence polarization | inhibition, % at 7.94 µM | actives 0.2% (n = 220,000) | AID 1515;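 active = inhibition above the campaign mean of all tested compounds plus 3 SD, cut at about 14% in these data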;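 note: plate controls were DMSO wells with RBBP9 for no effect and wells lacking RBBP9 protein for full effect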
# Target sequence (O75884 whole entry, looked up): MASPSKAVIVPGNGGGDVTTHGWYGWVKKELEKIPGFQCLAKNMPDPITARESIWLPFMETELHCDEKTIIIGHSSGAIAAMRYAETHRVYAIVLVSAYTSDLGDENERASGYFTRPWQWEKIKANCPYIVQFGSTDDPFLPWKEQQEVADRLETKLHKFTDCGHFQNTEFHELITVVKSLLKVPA
#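 Measured by – fluorescence polarization · Test system – RBBP9 protein · Input – 2.5 µM RBBP9 dispensing solution, before mixing · Measure – percent inhibition from mP, scaled between DMSO and no-protein wells · Benchmarks – DMSO-treated enzyme wells and wells lacking RBBP9 · Times – preincubation 30 min plus labeling 45 min at 25 °C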
# * marks the source's active call; other numbers are inactive results; i = inactive; x = not tested or not shown; [ ] = remark or other dose. Rows are unselected (roughly 2.7% active in at least one column).
No.	SMILES	Runt-SMMHC FRET	p97 ATPase inh	EBV gp42 block	Runt-CBFb FRET	p47phox inh
1	CN1CCN(c2oc(/C=C/c3ccccc3)nc2C#N)CC1	13	0	-11	5	-18
2	CSc1ccccc1C(=O)Nc1cccc(C(C)=O)c1	1	-7	3	1	-2
3	O=C(O)c1cccc2c1C(=O)N(CC1CCCO1)C2 (stereo not given)	-1	-4	13	2	5
4	Nn1c(SCC(=O)Nc2ccc3c(c2)OCO3)nnc1C1CC1	0	6	5	0	-14
5	Cc1cc(C)nc(Nc2nc3ccccc3[nH]2)n1	-6	-3	-7	0	-1
6	COc1ccc(N2CCN(C(=O)c3cc4c(-c5cccc(OC)c5)nn(C)c4s3)CC2)cc1	-7	-6	-13	-4	-5
7	COc1ccccc1/C=C/C(=O)NC(=S)N(C)C1CCCCC1	-6	-1	-1	-1	8
8	O=C(Oc1ccc2c3c(c(=O)oc2c1)CCC3)c1ccco1	21	6	-9	10	10
9	COc1cc(NC(=O)c2ccc(Cl)cc2)c(OC)cc1NC(=O)CN1CCOCC1	2	4	-6	-4	-6
10	CCOC(=O)C1(Cc2cccc(F)c2)CCN(C(=O)c2ccoc2C)CC1	0	-5	0	-4	-2
11	O=C(CCCn1c(SCC(=O)NCCc2ccccc2)nc2ccccc2c1=O)NCC1CCCO1 (stereo not given)	13	-3	6	1	-2
12	COc1ccc(CCNC(=O)CSc2ccsc2[N+](=O)[O-])c(OC)c1	-2	0	-3	-1	-9

No.	Furin inhibitor	Tb hexokinase	m-calpain inh	RBBP9 inhibitor
1	-303	-48	-321	-9
2	-15[20 µM]	-7	15	-1
3	-11	8	22	-2
4	-18[20 µM]	4	-20	-7
5	-10[20 µM]	2	-24	-8
6	11	-12	15	-12
7	-16[20 µM]	-7	19	1
8	-63[20 µM]	-19	i	-1
9	-20	-5	-30	-16
10	-14	-5	21	-8
11	-12	0	2	-8
12	-11	-5	-8	3

# Further compounds follow.
No.	SMILES	Runt-SMMHC FRET	p97 ATPase inh	EBV gp42 block	Runt-CBFb FRET	p47phox inh
13	S=C(Nc1ccccc1)Nc1ccc(Cl)cc1Cl	-2	3	-4	0	-4
14	Cc1ccc(-c2csc(/C(C#N)=C/Nc3ccccc3SC(F)(F)F)n2)c(C)c1	2	9	-11	2	-10
15	Cc1oc(-c2ccc(Cl)cc2)nc1CN1CCC(C(=O)N2CCN(Cc3ccccc3)CC2)CC1	-4	-2	-6	-3	1
16	COc1ccccc1N1CCN(CC(=O)Nc2sccc2C#N)CC1	2	3	1	1	-15
17	CN(C(=O)c1cccc(C#N)c1)c1nnc(C2CCOC2)s1 (stereo not given)	-1	-3	-8	1	-14
18	OC1(c2ccccc2F)CCN(Cc2nnnn2CCc2ccccc2)CC1	3	-1	-18	3	-4
19	O=c1c2c3c(sc2ncn1/N=C/c1ccccc1)CCCC3	3	-2	-6	-3	-7
20	CCOC(=O)c1ccc(Nc2cc(C)nc3nc(C)nn23)cc1	-2	9	-3	0	2
21	COc1ccc(OCC(=O)Nc2ccc(S(=O)(=O)Nc3cc(C)nc(C)n3)cc2)cc1	-1	3	-9	2	-1
22	O=C(COc1ccc2oc(-c3ccccc3)cc(=O)c2c1)Nc1ccccc1	-3	4	3	-1	-5
23	CCCCNC(=O)C1CCCN(S(=O)(=O)CC)C1 (stereo not given)	1	4	-8	1	-17
24	Cc1nc(N2CCOCC2)sc1C(=O)NN	2	3	-7	6	-6

No.	Furin inhibitor	Tb hexokinase	m-calpain inh	RBBP9 inhibitor
13	-9[20 µM]	-5	-9	0
14	-13	1	1	3
15	2	-20	-76	-2
16	-25	-6	-104	-5
17	-27	-1	-21	1
18	-15[20 µM]	-11	-46	-1
19	-6[20 µM]	1	5	-7
20	-7	-10	-11	-6
21	-19	1	-24	1
22	-15	-13	7	-9
23	-21	-4	-32	-4
24	-29	5	7	-2

# (continued)
No.	SMILES	Runt-SMMHC FRET	p97 ATPase inh	EBV gp42 block	Runt-CBFb FRET	p47phox inh
25	COc1ccc(C(=O)OCC(=O)N2CCCC2=O)c(OC)c1	1	0	-15	0	-1
26	O=C(Cc1ccccc1)NNC1=NS(=O)(=O)c2ccccc21	2	3	-21	0	-19
27	CN(Cc1ccccc1)C(=O)c1oc(=O)c2ccccc2c1-c1ccccc1	2	-1	2	1	-1
28	O=S(=O)(NCC1CCCO1)c1ccc(Br)s1 (stereo not given)	4	-3	-14	-2	-5
29	O=S(=O)(Nc1nc2ccccc2nc1Nc1ccc2c(c1)OCO2)c1ccccc1	-1	2	2	0	-5
30	O=C(O)CC(C(=O)NC1CCCCC1)C1CCCO1 (stereo not given)	1	2	-17	0	-4
31	COc1cc(/C=C2\SC(=O)NC2=O)ccc1Oc1ccc([N+](=O)[O-])cn1	-6	5	6	-1	-13
32	O=C(Nc1cccc(Br)c1)c1ccn[nH]1	2	-1	0	-2	-4
33	O=C(Nc1nccs1)c1ccc(-c2ccccc2Cl)o1	2	3	-5	5	-1
34	COC(=O)c1ccc(C(=O)OC)c(NC(=O)COC(=O)CC2CC3CCC2C3)c1 (stereo not given)	-2	-2	13	-8	-12
35	COc1ccc2c(c1)c(=O)c(C(=O)O)c(-c1ccc3c(c1)OCO3)n2C	2	0	-5	0	3
36	CC(NC(=O)COC(=O)C1=COCCO1)C12CC3CC(CC(C3)C1)C2 (stereo not given)	-2	-12	-11	-2	-5

No.	Furin inhibitor	Tb hexokinase	m-calpain inh	RBBP9 inhibitor
25	-17	-1	-8	-3
26	-28	-12	-21	-1
27	1	29	13	-8
28	-17[20 µM]	10	9	-5
29	-11	-6	-33	-2
30	9[20 µM]	3	-10	-5
31	-12	-16	2	-7
32	-16	-4	-8	-7
33	-30[20 µM]	-6	9	-10
34	-4[20 µM]	-1	16	-8
35	-11	-14	-42	1
36	-5	10	23	-4

# Continuation:
No.	SMILES	Runt-SMMHC FRET	p97 ATPase inh	EBV gp42 block	Runt-CBFb FRET	p47phox inh
37	C(=N\Nc1nc(N2CCOCC2)nc(N2CCOCC2)n1)/c1cccnc1	-3	4	-17	0	-5
38	Cc1cccc(C(=O)NC(=S)N2CCN(c3ccc([N+](=O)[O-])cc3)CC2)c1	-14	9	-21	-1	2
39	CCc1ccc(S(=O)(=O)Nc2c(C)nn(C)c2C)cc1	0	4	-11	1	-14
40	CC(C)(C)C(=O)Nc1nnc(-c2ccccc2)c(-c2ccccc2)n1	2	5	-21	0	-8
41	COc1ccc(/C(O)=C2/C(=O)C(=O)N(c3ncccn3)C2c2ccc(C(C)(C)C)cc2)cc1 (stereo not given)	-20	1	-7	-8	-26
42	CC1(C)CC(=O)C2=C(C1)OC(N)=C(C#N)C2c1ccsc1 (stereo not given)	-14	0	-13	0	-9
43	O=C(CCSc1ccccc1)Nc1nc2c(s1)CCCC2	-2	2	14	1	-10
44	COC(=O)CCC(=O)OC1(C)C(=O)C=C2C=C(C3CC3)N(C3CC3)C=C2C1=O (stereo not given)	3	x	16	4	13
45	Cc1ccc(C(=O)NNC(=S)NC(=O)c2ccc(Cl)cc2Cl)cc1	1	6	0	4	-68
46	O=C(c1ccco1)N1CCN(C(=O)C2Cc3ccccc3CN2S(=O)(=O)c2ccc(F)cc2)CC1 (stereo not given)	-1	-3	-22	-5	-23
47	CCOCCc1nnc(NC(=O)CN2C(=O)c3ccccc3C2=O)s1	-8	1	-10	2	-5
48	CCC(Oc1ccccc1)C(=O)O/N=C(\N)c1ccc(OC)c(OC)c1 (stereo not given)	-9	-2	-7	-8	-6

No.	Furin inhibitor	Tb hexokinase	m-calpain inh	RBBP9 inhibitor
37	-14	-6	-3	2
38	-8	27	-26	1
39	-11[20 µM]	-3	-2	-9
40	-6	-16	12	-10
41	-9	-19	-144	-4
42	-4	0	-28	-6
43	-17[20 µM]	-2	-6	-2
44	-3	-34	18	x
45	-5[20 µM]	-9	-24	0
46	-16	-6	-36	-3
47	-24[20 µM]	3	20	6
48	-4	33	-7	-5

# Further records follow.
No.	SMILES	Runt-SMMHC FRET	p97 ATPase inh	EBV gp42 block	Runt-CBFb FRET	p47phox inh
49	C/C(=N\NC(=O)c1cc(C(C)(C)C)[nH]n1)C12CC3CC(CC(C3)C1)C2	2	-2	7	3	-3
50	O=C(c1ccco1)N1CCN(c2cc(C(F)(F)F)nc3ncnn23)CC1	-2	6	-9	-1	2
51	CC(C)NC(=O)COC(=O)c1cc(F)c(F)cc1Cl	3	9	-4	-1	-1
52	O=C(Nc1ccc(NC(=S)NC(=O)c2cccs2)cc1)c1ccccc1	1	-8	-9	-1	-3
53	CCCCc1ccc(NC(=S)NCCc2ccc(F)cc2)cc1	-6	-1	10	-1	-9
54	COc1ccc(OCCNS(=O)(=O)Cc2ccccc2)cc1	3	0	-21	0	-4
55	CCCCCCCCCC(=O)OCC(O)CO (stereo not given)	-3	5	2	-1	-4
56	CCc1c(C(=O)Nc2ccncc2)csc1C	-2	2	-7	0	-11
57	C=CCn1c(SCc2ccc(C(=O)Nc3nccs3)cc2)nnc1-c1ccc(C)c(Cl)c1	2	1	2	-2	-17
58	CC(c1ccccc1)N1C(=O)C2C3C=CC(C4CC34)C2C1=O (stereo not given)	x	-6	-2	x	4

No.	Furin inhibitor	Tb hexokinase	m-calpain inh	RBBP9 inhibitor
49	-11	12	17	-10
50	-7	-16	3	-3
51	-9[20 µM]	1	-10	-3
52	-10	0	20	-13
53	-16	0	17	-12
54	-15	2	12	-8
55	-9	-1	6	0
56	-16[20 µM]	2	-23	-2
57	-7	-2	-21	-14
58	-22	3	23	-6

# 11 compounds already listed, ordered by formula weight, smallest number first:
No.	SMILES	Runt-SMMHC FRET	p97 ATPase inh	EBV gp42 block	Runt-CBFb FRET	p47phox inh
55	CCCCCCCCCC(=O)OCC(O)CO (stereo not given)	-3	5	2	-1	-4
51	CC(C)NC(=O)COC(=O)c1cc(F)c(F)cc1Cl	3	9	-4	-1	-1
54	COc1ccc(OCCNS(=O)(=O)Cc2ccccc2)cc1	3	0	-21	0	-4
53	CCCCc1ccc(NC(=S)NCCc2ccc(F)cc2)cc1	-6	-1	10	-1	-9
49	C/C(=N\NC(=O)c1cc(C(C)(C)C)[nH]n1)C12CC3CC(CC(C3)C1)C2	2	-2	7	3	-3
48	CCC(Oc1ccccc1)C(=O)O/N=C(\N)c1ccc(OC)c(OC)c1 (stereo not given)	-9	-2	-7	-8	-6
47	CCOCCc1nnc(NC(=O)CN2C(=O)c3ccccc3C2=O)s1	-8	1	-10	2	-5
50	O=C(c1ccco1)N1CCN(c2cc(C(F)(F)F)nc3ncnn23)CC1	-2	6	-9	-1	2
52	O=C(Nc1ccc(NC(=S)NC(=O)c2cccs2)cc1)c1ccccc1	1	-8	-9	-1	-3
45	Cc1ccc(C(=O)NNC(=S)NC(=O)c2ccc(Cl)cc2Cl)cc1	1	6	0	4	-68
46	O=C(c1ccco1)N1CCN(C(=O)C2Cc3ccccc3CN2S(=O)(=O)c2ccc(F)cc2)CC1 (stereo not given)	-1	-3	-22	-5	-23

No.	Furin inhibitor	Tb hexokinase	m-calpain inh	RBBP9 inhibitor
55	-9	-1	6	0
51	-9[20 µM]	1	-10	-3
54	-15	2	12	-8
53	-16	0	17	-12
49	-11	12	17	-10
48	-4	33	-7	-5
47	-24[20 µM]	3	20	6
50	-7	-16	3	-3
52	-10	0	20	-13
45	-5[20 µM]	-9	-24	0
46	-16	-6	-36	-3
